# OX1R antag-1 = blocks the human orexin 1 receptor; CHO/OX1R cells, Fluo-8 calcium fluorescence, orexin A; inhibition, % at 5 µM; 0.43% of 330,000 active; AID 434989;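 active = inhibition above its plate's threshold, mean inhibition of all tested compounds on the plate plus 3 SD, cut at about 37% in these data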;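 also: 0% = orexin A challenge wells and 100% = SB-334867-A antagonist wells; not every result past the cut was called active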
# Target sequence (O43613 whole entry, looked up): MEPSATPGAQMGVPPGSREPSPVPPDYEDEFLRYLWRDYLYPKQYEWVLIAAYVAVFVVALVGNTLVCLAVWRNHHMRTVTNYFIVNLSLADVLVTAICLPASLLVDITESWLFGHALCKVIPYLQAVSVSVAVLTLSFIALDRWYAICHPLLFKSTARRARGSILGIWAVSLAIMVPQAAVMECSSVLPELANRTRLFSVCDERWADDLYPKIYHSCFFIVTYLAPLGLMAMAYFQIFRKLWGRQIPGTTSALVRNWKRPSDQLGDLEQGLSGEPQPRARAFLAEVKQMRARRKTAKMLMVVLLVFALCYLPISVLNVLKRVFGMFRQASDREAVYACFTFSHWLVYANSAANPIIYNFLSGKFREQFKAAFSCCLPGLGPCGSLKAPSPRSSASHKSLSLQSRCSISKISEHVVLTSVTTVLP
# OX1R antag-2 = OX1R (human) antagonism. O43613. OX1R-expressing cells, FRET antagonist read-out. inhibition, % at 6.6 µM. 1.8% of 330,000 active. AID 485270; in the data active = inhibition mostly above about 38%, no sharp cut-off; inactive = mostly below about 40%;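 also: 0% = agonist challenge alone and 100% = reference antagonist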
# Numbers without * were called inactive.
# Order of values: OX1R antag-1, OX1R antag-2
CS(=O)(=O)c1ccc(Cl)c(NC(=O)CCCc2nc3ccccc3c(=O)[nH]2)c1
  -17.9, 14.9
O=C1CC2(CCCC2)Oc2ccc(Cl)cc21
  -10.8, 18.7
O=C(O)CC1(CC(=O)Nc2ccc(C(F)(F)F)cc2)CCCC1
  -0.1, -8.7
CCNc1nc(NCC)n2c(SCC(=O)Nc3ccc(F)cc3)nnc2n1
  5.6, 7.9
O=C(NCCc1ccccc1Cl)C1CCC(=O)N(Cc2ccc(Cl)cc2)C1 (centres undefined)
  -23.4, 26.1
CCOC(=O)CN(C(=O)CSc1nnc(-c2ccc(OC)c(OC)c2)o1)c1ccccc1
  -6.8, 10.1
CN(C)/C=N/S(=O)(=O)c1ccc(Cl)cc1
  -4.8, 10.0
CC(C)CNS(=O)(=O)c1cc(C(=O)OC2CCOC2=O)c(Cl)cc1Cl (centres undefined)
  -27.4, 15.2
COC(=O)c1cc(S(=O)(=O)Nc2cc(OC)cc(OC)c2)cn1C
  -2.1, 3.3
COc1ccc(CC2(C)OC(c3ccc(C)cc3)=NN2C(C)=O)cc1 (centres undefined)
  -43.0, -2.1
O=C(CCc1ccccc1O)N/N=C/c1ccc(Sc2cccc3cccnc23)o1
  3.6, 22.7
O=C(CCC(=O)OCCCC(F)(F)C(F)(F)F)NC1CCCCC1
  -6.3, 16.8
Cc1ccc(OCC(=O)Nn2cnc3ccccc32)cc1
  -4.9, 3.3
CC(=O)Nc1ccc(NC(=O)C(C)OC(=O)C2CCCCC2)cc1 (centres undefined)
  -23.5, 4.6
CC(C)OC(=O)c1cccc(C(=O)Oc2ccc(Br)cc2)n1
  -18.4, 23.1
O=C(C1CCN(C2CCN(CC3CC=CCC3)CC2)CC1)N1CCOCC1 (centres undefined)
  -8.8, 5.5
CCN(CC)CCNC(=O)CCCCn1c(=S)[nH]c2c([nH]c3ccc(OC)cc32)c1=O
  -25.8, 32.6
CC(=O)N1[C@H](Cc2ccccc2)C=C[C@]1(C)C(=O)NCc1ccccn1
  -0.5, 23.0
COC(=O)c1cccc(NC(=O)CSc2nnc(COc3ccccc3)n2C)c1
  -26.0, 34.3
C=CCOc1ccc(Cl)cc1CNCCCN1CCOCC1
  -10.8, 14.6
Cc1cc(C)c(C)c(S(=O)(=O)NCc2ccc(C(=O)N3CCOCC3)cc2)c1C
  -12.4, 36.2
CCOC(=O)c1cnc(SC)nc1Sc1ccc(Cl)cc1Cl
  -17.9, 7.3
Cn1c(=O)c2c(nc(NCc3ccco3)n2CC(O)CO)n(C)c1=O (centres undefined)
  -12.9, 6.9
O=S(=O)(c1ccccc1)N1CCC(n2cnc3ccccc32)CC1
  -34.4, 4.8
CC(=O)N1N=C(c2cccc([N+](=O)[O-])c2)OC1c1ccccc1Cl (centres undefined)
  -15.3, 30.0
COc1ccc(N2CC(O)=C(c3nc(-c4ccc(F)cc4)cs3)C2=N)cc1Cl
  -12.8, 19.5
CCn1c2nc(SCCN3CCOCC3)nnc2c2cc(C)cc(C)c21
  -22.7, 23.4
C=CCn1c2[n+](c3ccccc3c1=O)CCCCC2
  -7.9, 9.3
CCN1CCN(c2ccc(S(=O)(=O)N3CCCCC3)cc2NC(=O)c2ccc(F)cc2)CC1
  -37.8, 5.0
CCN(CC)S(=O)(=O)c1ccc2c(c1)nc(CCC(=O)OCc1c(C)noc1C)n2C
  -32.6, 10.1
CCCC[n+]1ccn(-c2nc3ccccc3nc2[N-]S(=O)(=O)c2ccc(Br)cc2)c1
  -17.5, 6.3
CN(CC(=O)O)S(=O)(=O)/C=C/c1ccccc1
  6.1, 11.5
CCN(c1ccc(OC)cc1)S(=O)(=O)c1ccc2c(c1)NC(=O)CS2
  -2.7, 16.4
CC[C@H]1CN2CCc3cc(OC)c(OC)cc3[C@@H]2C[C@@H]1C[C@H]1NCCc2cc(OC)c(OC)cc21
  -22.9, 16.3
O=C(/C=C/c1cn(-c2ccccc2)nc1-c1cccnc1)NCCN1CCOCC1
  -30.9, 20.2
CNCC(O)COc1cccc(OC)c1 (centres undefined)
  -14.0, 16.4
CCCNC(=O)CN(C)CC(=O)Nc1ccccc1C#N
  -3.7, -24.7
COc1ccc(N2CCN(C(=O)C3CCN(S(=O)(=O)c4ccccc4)CC3)CC2)cc1
  -1.1, 21.6
Cc1ccccc1C(=O)Nc1cccc(NC(=O)c2ccc(F)cc2)c1
  -20.7, 5.4
C=CCNC(=S)N1CCN(Cc2ccccc2)CC1
  7.0, 13.2

# No new results follow: entries from further up.
# Order of values: OX1R antag-1, OX1R antag-2
CCCNC(=O)CN(C)CC(=O)Nc1ccccc1C#N
  -3.7, -24.7
COc1ccc(N2CCN(C(=O)C3CCN(S(=O)(=O)c4ccccc4)CC3)CC2)cc1
  -1.1, 21.6
Cc1ccccc1C(=O)Nc1cccc(NC(=O)c2ccc(F)cc2)c1
  -20.7, 5.4
C=CCNC(=S)N1CCN(Cc2ccccc2)CC1
  7.0, 13.2

# Later entries.
# Order of values: OX1R antag-1, OX1R antag-2
CS(=O)(=O)N(CC(=O)N1CCN(Cc2ccccc2)CC1)c1ccc2c(c1)OCCO2
  -16.5, 13.2
CCCCOc1cccc(C(=O)Nc2ccc(N3CCN(CC)CC3)cc2)c1
  -18.5, 15.4
CCN(CC)S(=O)(=O)c1cccc(C(=O)N2CCCCC2)c1
  -6.6, 19.4
Cc1nnc(NC(=O)c2nc(S(=O)(=O)Cc3ccccc3C)ncc2Cl)s1
  -9.9, 17.6
CN1CCN(Cc2c(O)ccc3cc(Br)ccc23)CC1
  -21.2, 24.9
COc1cc(OC)cc(C(=O)NNC(=O)CNC(=O)c2cccs2)c1
  7.2, 6.4
COc1ccc(NS(=O)(=O)c2cccc(C(=O)N(C)Cc3cccs3)c2)cc1
  -8.3, 25.8
CCn1cc(C(=O)O)c(=O)c2cc(F)c(N/N=C/c3ccccc3[N+](=O)[O-])cc21
  -1.9, 6.3
Nc1nnc(SCC(=O)OCC(=O)NC2CCCCC2)s1
  -5.5, 34.9
CCOc1ccc(NC(=O)CSc2nc3ccccc3c(=O)n2CCCC(=O)NCC2CCCO2)cc1 (centres undefined)
  -10.8, 15.4
COc1ccc(/C(C)=N/N=C(N)N)c(OC)c1
  -0.7, 6.4
O=C(c1ccc(Cl)cc1Cl)N1CCC(c2nc3c(nnn3Cc3ccco3)c(=O)[nH]2)CC1
  -18.9, -9.7
C[C@H]1CCC2[C@](C)(CO)[C@@H](O)CC[C@]2(C)[C@@]12CCC(CO)(CCO)O2 (some centres undefined)
  -2.3, 14.5
COc1ccc(Cl)cc1NC(=O)c1ccoc1C
  -26.6, 19.6
C[C@H](NS(=O)(=O)c1c(Cl)cccc1Cl)C(=O)NNC(=O)COc1ccccc1F
  -9.0, 0.3
CCCCCn1c2nc3ccccc3nc2c2c(=O)n(CC(C)C)cnc21
  -15.8, 11.0
O=C(COC(=O)C1(c2ccccc2F)CCCC1)Nc1ncc(C(F)(F)F)cc1Cl
  -19.9, -0.6
COc1ccc(Nc2nc(N)nc(CCl)n2)cc1
  -10.7, 4.4
O=C(CSc1nc(=O)n2ccccc2n1)N1CCCCCC1
  -5.7, 4.9
CCOc1ccccc1NC(=O)C(CC(C)C)NC(=O)C1CCCCC1 (centres undefined)
  -35.3, 9.6
COc1ccc(CNC(=O)c2cnc3cc(C)ccn3c2=O)cc1
  -12.8, 8.5
COc1ccc(OC(C)C(=O)Nc2cccc([N+](=O)[O-])c2)cc1 (centres undefined)
  -12.6, 53.9
Cc1onc(-c2ccccc2)c1C(=O)Nc1nc(-c2ccc(F)c(F)c2)cs1
  -36.1, 18.4
O=C(CN1CCC(C(=O)c2ccc3c(c2)OCCO3)CC1)NCc1ccc(F)cc1
  -34.0, 22.9
CC1CC(C)CN(S(=O)(=O)N2CCCC(C(=O)NCCc3ccccc3)C2)C1 (centres undefined)
  -39.0, 8.3
CS(=O)(=O)N1CCN(c2ccc([N+](=O)[O-])c(SCc3ccco3)c2)CC1
  -18.1, 10.6
Cc1cccc(C)c1NC(=O)CSc1nnc(C2CCCCC2)o1
  -33.2, 22.4
Cc1[nH]nc2c1C(Cc1ccccc1)C(C#N)=C(N)O2 (centres undefined)
  -7.6, 36.0
CN(C)CCN(C(=O)/C=C/c1cccs1)c1nc2c(F)cc(F)cc2s1
  -17.4, 11.5
CN(CC(=O)Nc1ccccc1Br)C(=O)C(Cc1ccccc1)NC(=O)c1ccccc1 (centres undefined)
  -16.8, 26.1
CCOC(=O)c1c(C)oc2c1c(C=NC1CCS(=O)(=O)C1)c(O)c1ccccc12 (centres undefined)
  -21.0, 19.4
O=c1[nH]c(Nc2ccc(F)cc2)cc2ccccc12
  -8.2, 14.5
Cn1cccc1C(=O)NC(=O)COC(=O)c1cc(S(=O)(=O)N2CCCCC2)ccc1Cl
  -5.5, 14.0
Cc1ccc2c(c1)N(CCC(=O)NCC1COc3ccccc3O1)C(=O)CO2 (centres undefined)
  -15.2, 26.8
Cc1ccc(OCCCC(=O)Nc2cc(Cl)ccc2-n2cncn2)cc1
  -28.3, 12.5
C#CCOCCOCCOCCNc1nc(N2CCOCC2)nc(N2CCN(C(=O)CCCCCCCCCCNC(=O)[C@@H](CCSC)n3cc(CCO)nn3)CC2)n1
  -31.7, 32.2
CC1CC(C)(C)NC(=S)N1CC(=O)N1CCN(Cc2ccc3c(c2)OCO3)CC1 (centres undefined)
  -10.4, 15.0
O=C(NCC1CCCO1)c1ccc2c(=O)n(Cc3ccco3)c(SCC(=O)N3CCCC3)nc2c1 (centres undefined)
  -22.9, 4.6
CN(C)S(=O)(=O)c1ccc(Cl)c(C(=O)NNC(=O)c2ccc3c(c2)OCO3)c1
  -22.2, 2.5
CCOC(=O)N1N=C(C)CC1(O)c1ccccc1 (centres undefined)
  0.2, 3.7

# Brought forward from above: 3 entries, followed by the next part.
# Order of values: OX1R antag-1, OX1R antag-2
O=C(NCC1CCCO1)c1ccc2c(=O)n(Cc3ccco3)c(SCC(=O)N3CCCC3)nc2c1 (centres undefined)
  -22.9, 4.6
CN(C)S(=O)(=O)c1ccc(Cl)c(C(=O)NNC(=O)c2ccc3c(c2)OCO3)c1
  -22.2, 2.5
CCOC(=O)N1N=C(C)CC1(O)c1ccccc1 (centres undefined)
  0.2, 3.7
COc1ccccc1N1C(=O)N(C(C)=O)C2C1Nc1ccccc1N2C (centres undefined)
  -11.5, 32.5
CCOc1ccc(CCNS(=O)(=O)c2ccc3c(c2)oc(=O)n3C)cc1OCC
  -2.8, 27.4
COc1ccc(S(=O)(=O)N2CCOC2CNC(=O)C(=O)NCc2ccncc2)cc1OC (centres undefined)
  -14.2, 19.3
S=C(Nc1ccc2nsnc2c1)NC1CCCCC1
  -9.2, 31.9
O=C(Nc1ccc(C(=O)NCCCN2CCN(c3ccccc3)CC2)cc1)C1=CSCCO1
  -14.5, 7.3
Cc1c(NC(=O)Cn2cc([N+](=O)[O-])cn2)c(=O)n(-c2ccccc2)n1C
  -7.6, 10.0
Cc1[nH]c2ccccc2c1-c1nc(-c2ccc(Cl)cc2)nnc1-c1ccccc1
  -13.5, 16.4
COc1ccc(NC(=S)NC2CC3CCC(C2)N3Cc2ccco2)cc1 (centres undefined)
  -22.3, 3.3
Cc1nn(C(C)C(=O)O)c(=O)c2c1sc1ccccc12 (centres undefined)
  -8.1, 1.4
Cc1cc(C)nc(NC(=O)c2c(F)c(F)c(F)c(C(=O)Nc3cc(C)cc(C)n3)c2F)c1
  -16.6, 11.7
O=C(O)CSc1nccn1-c1cccc(Cl)c1
  -5.5, 28.6
OCCCNc1nc(-c2ccc(Br)cc2)nnc1-c1ccc(Cl)cc1
  -20.3, 10.3
COc1ccc(C(O)(CCc2ccccc2)CCN2CCCCC2)cc1 (centres undefined)
  -26.4, 11.2
CCC(C)NC(=O)CSC1=Nc2ccccc2C2=NC(c3ccccc3)C(=O)N12 (centres undefined)
  -31.0, 14.1
COC(=O)Nc1c(C)nn(Cc2ccccc2C)c1C
  -3.6, -4.6
O=C(NNC(=O)c1ccccc1O)c1ccc(S(=O)(=O)Nc2ccccc2)cc1
  -11.4, 15.9
COCCCNC(=O)/C(C#N)=C/c1cccc(NC(=O)c2ccccc2Cl)c1
  10.4, 18.3
CN(CC(=O)Nc1cccc(Cl)c1)C1=NS(=O)(=O)c2ccccc21
  5.8, 11.2
COc1cc(C(=O)N=C2SC3CS(=O)(=O)CC3N2c2ccccc2)cc(OC)c1OC (centres undefined)
  -8.1, 12.9
O=C1CC(NCC2CCCO2)C(=O)N1c1ccc(Cl)cc1 (centres undefined)
  4.9, 7.0
COc1ccc(N2CCOCC2)c(NC(=O)COc2cccc(C)c2)c1
  -34.5, 26.0
Cc1cc(C)nc(CC(N)=O)n1
  8.4, 0.1
CCC(c1c(C)[nH]oc1=O)c1c(C)[nH]oc1=O
  -21.1, 35.3
O=C(N/N=C/c1c(O)n(Cc2ccco2)c(=O)[nH]c1=O)c1ccccc1
  -17.5, -0.3
Cc1ccc(-c2nn3nnnc3c3ccccc23)cc1
  -30.1, 6.7
COc1ccc(OCCn2c(=O)sc3ccccc32)cc1
  -13.5, 9.1
CC1CCC(NC(=O)COC(=O)c2n[nH]c(=O)c3ccccc23)CC1 (centres undefined)
  0.1, 34.2
CCN(CC)CCOC(=O)C1c2ccccc2Oc2ccccc21
  0.1, 13.4
O=C(C1CCOCC1)N1CCCC(N2CCN(c3cccc(Cl)c3)CC2)C1 (centres undefined)
  -6.5, 14.1
CC(C)COC(=O)C1C2C=CC3(CN(C4CCCC4)C(=O)C13)O2 (centres undefined)
  -14.3, 10.4
COc1cc(NS(=O)(=O)c2ccc(NC(=O)COc3ccc(C)cc3C)cc2)nc(OC)n1
  -13.2, 13.6
COC(=O)c1ccccc1NC(=O)NCc1ccncc1
  -11.9, 7.8

# High-throughput results (PubChem BioAssay)
